# CASP6 VEID inh: caspase-6 (human) enzyme inhibition; AID 686996; inhibition, % at 12.5 µM; purified caspase-6, Z-VEID-R110 cleavage fluorescence; hit rate 0.53% among 350,000;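 active = mean inhibition across replicates at least about 35%, with every replicate also reaching that limit, limit read from the data; inconclusive = only one of the two criteria met; inactive = neither criterion met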;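 also: 0% = median of neutral control wells and 100% = no fluorescence left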
# ERp5 inh: ERp5 (human) disulfide isomerase inhibition; inhibition, % at 9.99 µM; hit rate 0.05% among 350,000; Q15084; ERp5 insulin aggregation, absorbance 650 nm, 90 min;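 active = mean replicate inhibition above about 25%, with every replicate also reaching it, limit read from the data, passing the limit was not always enough; inconclusive = only one of those two criteria met; inactive = neither criterion met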
# Target sequence (Q15084 whole entry, looked up): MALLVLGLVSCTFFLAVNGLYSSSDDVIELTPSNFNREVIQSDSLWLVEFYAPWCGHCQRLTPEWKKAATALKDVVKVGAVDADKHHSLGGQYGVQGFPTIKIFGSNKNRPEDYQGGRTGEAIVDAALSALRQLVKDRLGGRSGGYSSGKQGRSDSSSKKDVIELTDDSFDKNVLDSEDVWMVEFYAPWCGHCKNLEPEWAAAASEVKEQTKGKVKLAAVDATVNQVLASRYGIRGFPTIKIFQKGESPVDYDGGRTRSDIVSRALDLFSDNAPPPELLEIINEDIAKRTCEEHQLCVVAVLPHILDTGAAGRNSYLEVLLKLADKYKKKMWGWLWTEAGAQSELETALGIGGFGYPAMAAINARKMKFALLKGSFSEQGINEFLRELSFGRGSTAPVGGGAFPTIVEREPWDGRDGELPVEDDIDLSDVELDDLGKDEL
# PglD DTNB: inhibitors of Campylobacter jejuni PglD acetyltransferase. AID 602405. purified PglD enzyme, DTNB colorimetric CoA detection. hit rate 0.098% among 360,000. inhibition, % at 12.5 µM; in the data active = inhibition above about 16%, passing the limit was not always enough; inconclusive = no clear call, values can overlap the other calls; also: strong numbers were not always called active
# esBAF inh: inhibitors of esBAF chromatin remodeling in mouse ES cells; Bmi1-luciferase knock-in reporter, 24 h; 100% = twice the neutral-well signal; hit rate 2% among 350,000; AID 602393; reporter increase, % at 12.5 µM; in the data active = activation above about 40%; inconclusive = no clear call, values can overlap the other calls;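 also: 0% = median of the plate's neutral control wells and 100% = double that signal; a rise in the Bmi1 reporter signal indicates esBAF inhibition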
# E-sel inducer: induces E-selectin expression in human endothelial cells | P16581 | HUVEC E-selectin immunofluorescence imaging; normalized: neutral wells 0, TNF-alpha wells 100 | activation, % at 7.58 µM | hit rate 0.37% among 260,000 | AID 686992;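 active = mean E-selectin-positive cell signal at least 10% of the positive control, reached in at least 60% of replicates, without over 20% cell loss; inconclusive = no rule given, readout overlaps actives, possibly toxicity-flagged; inactive = the rest, including those meeting only one limit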;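 also: in these data hits start at about 27%; measured in HUVEC primary endothelial cells; signal is the percent of cells scored E-selectin positive by PE staining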
# Target sequence (P16581 whole entry, looked up): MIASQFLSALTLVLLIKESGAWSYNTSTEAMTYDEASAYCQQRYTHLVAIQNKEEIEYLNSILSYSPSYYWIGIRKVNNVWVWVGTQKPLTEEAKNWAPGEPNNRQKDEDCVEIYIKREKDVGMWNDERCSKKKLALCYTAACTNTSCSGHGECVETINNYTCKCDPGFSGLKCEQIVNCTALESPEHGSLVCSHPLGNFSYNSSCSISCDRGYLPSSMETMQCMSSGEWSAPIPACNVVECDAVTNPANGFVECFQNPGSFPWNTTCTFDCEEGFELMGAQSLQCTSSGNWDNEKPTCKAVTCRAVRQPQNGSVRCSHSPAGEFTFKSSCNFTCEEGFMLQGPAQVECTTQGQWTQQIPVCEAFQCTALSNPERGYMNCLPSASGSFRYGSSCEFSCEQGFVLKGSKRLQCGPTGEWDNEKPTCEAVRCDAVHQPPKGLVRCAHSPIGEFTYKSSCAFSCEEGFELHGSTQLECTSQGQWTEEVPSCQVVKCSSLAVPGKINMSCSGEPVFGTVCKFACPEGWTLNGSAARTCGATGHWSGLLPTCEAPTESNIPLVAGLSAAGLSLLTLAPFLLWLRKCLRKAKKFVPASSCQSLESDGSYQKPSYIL
#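 Read-out: % PE-positive cells | Test system: HUVEC | Doses: One compound dose added by pin transfer | Buffer or medium: EGM-2 over gelatin coat | Signal: Immunofluorescence imaging | Benchmarks: TNF-alpha, DMSO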
# RAD54 inh: blocks human RAD54 Holliday junction branch migration. Q92698. FAM/BHQ fluorescence. inhibition, % at 10.4 µM. hit rate 0.14% among 360,000. AID 602329;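 active = mean normalized replicate activity at least 40 and at least half of replicates scoring 40 or more; inconclusive = only one of the two criteria met; inactive = mean below 40 and under half of replicates reaching 40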;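 also: 0% = median of neutral control wells and 100% = median of positive control wells; inhibitors cause a drop in the FAM fluorescence signal; in these data hits start at about 50%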
# ARNT-TACC3 inh: disrupts binding between human ARNT and TACC3. AlphaScreen His-ARNT PAS-B/GST-TACC3 binding, luminescence; TACC3 fragment carries E629A point mutation. inhibition, % at 9.99 µM. hit rate 0.66% among 390,000;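 active = mean inhibition of replicates at least 50% and at least half of replicates each reaching 50%; inconclusive = half or more replicates reach 50% but mean below 50%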;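 also: 0% = complete ARNT plus TACC3 wells and 100% = ARNT alone without TACC3; many hits fall short of the cut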
# RAD52 anneal inh: inhibitors of human RAD52 DNA annealing. recombinant RAD52 DNA annealing, FRET fluorescence. hit rate 0.46% among 360,000. AID 651710. inhibition, % at 18.7 µM. P43351;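 active = every replicate showing at least 50% inhibition; inconclusive = mean inhibition at least 50% but not in every replicate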
# The depositor's hits bear a star; ? = inconclusive; · = not tested or not shown; & = joins results of further samples.
compound,CASP6 VEID inh,ERp5 inh,PglD DTNB,esBAF inh,E-sel inducer,RAD54 inh,ARNT-TACC3 inh,RAD52 anneal inh
COc1ccccc1/C=C1\SC(=O)N(CC(=O)N(C)C2CCS(=O)(=O)C2)C1=O (centres undefined),-1,1,0,4,·,5,5,-4
Cc1ccccc1N(C(=O)CNC(=O)c1ccco1)C(C(=O)NC1CCCC1)c1ccncc1 (centres undefined),·,5,4,3,·,3,1,0
O=C(C[C@H]1C=C[C@H](NC(=O)c2ccncc2)[C@H](CO)O1)NCCc1ccncc1,3,-7,1,1,0.8,-10,0,-10
O=C(/C=C/c1cccc2ccccc12)NCCC1=CCCCC1,·,·,2,7,·,1,-1,·
Cc1ccc(OCC(=O)Nc2cc(S(=O)(=O)N3CCCCC3)ccc2N2CCN(C)CC2)c(C)c1,13,1,6,·,0.7,-4,6,5
O=C(Nc1ncn[nH]1)C(F)(F)C(F)F,·,·,-2,-9,·,5,27,·
CCOc1ccc(-c2nc(C#N)c(NCC(C)C)o2)cc1,·,·,6,10,·,6,4,·
CC1(C(=O)NS(=O)(=O)c2ccc(F)cc2F)CCN1C(=O)c1cccc(F)c1 (centres undefined),0,-1,-1,5,0.1,-4,·,4
COc1ccc(-n2cnnc2SCC(=O)Nc2cccc([N+](=O)[O-])c2)cc1,0,-9,·,·,·,·,-20,-10
Cc1nc(-c2nnc(SCC(=O)Nc3ccc(C(F)(F)F)cc3)n2C)cs1,1,-3,6,-4,-0.1,4,0,-15
COc1c(Cl)cc(Cl)cc1C(=O)Nc1ccc(C(=O)O)cc1,·,·,5,-2,·,2,-7,·
Cc1ccc(C(=O)NCCN2C3=NC[C@H](Cc4ccc(O)cc4)N3C[C@H]2Cc2ccc(O)cc2)cc1Br,8,1,-3,-11,-0.1,12,28,26
Cc1oc2ccc(O)cc2c1C(=O)c1ccc(Br)cc1,0,1,·,·,4.2,·,-6,-5
C[C@@H]1CN([C@@H](C)CO)C(=O)c2cccc(NS(=O)(=O)c3ccc(Cl)cc3)c2O[C@H]1CN(C)C,0,-1,-2,0,0.0,-7,0,9
CN(C)CC#Cc1ccc([C@H]2[C@@H](CO)N3C(=O)CN(C(=O)c4cccnc4)C[C@@H]23)cc1,0,-3,·,·,-0.2,·,·,-11
Cc1ccccc1NC(=O)NNC(=O)CCc1ccccc1,0,7,-6,·,0.2,5,-2,1
COc1ccccc1NC(=O)Nc1nnc(CC(=O)Nc2ccccc2)s1,-1,?,·,·,-0.1,·,·,-19
CCOc1ccccc1-c1nc(CN2CCCN(C(=O)c3ccco3)CC2)c(C)o1,-2,6,2,4,2.4,2,-2,17
C[C@H]1CN([C@@H](C)CO)C(=O)c2cc(-c3cccc(C#N)c3)cnc2O[C@@H]1CN(C)C(=O)C1CCOCC1,-1,4,5,-14,-0.1,10,3,0
O=C(Cc1ccc(Br)cc1)N/N=C/c1cccnc1,-1,2,2,-5,·,-3,-1,-1

compound,CASP6 VEID inh,ERp5 inh,PglD DTNB,esBAF inh,E-sel inducer,RAD54 inh,ARNT-TACC3 inh,RAD52 anneal inh
COc1ccccc1C#Cc1ccc2c(c1)[C@H]1[C@H](CCN1C(=O)c1ccc(F)cc1)[C@H](CO)N2,-1,3,0,6,3.1,8,13,-15
COc1ccc(Cl)cc1S(=O)(=O)NCc1ccncc1,0,-1,1,·,·,-1,-1,-12
Cc1ccc(C)c(S(=O)(=O)Nc2ccc(C(=O)N3CC(C)OC(C)C3)cc2)c1 (centres undefined),3,1,3,6,-0.1,-11,14,-12
CNC(=O)c1ccc2snnc2c1,-2,0,-2,-8,·,-14,0,-10
CCN1CCN(c2ncnc3sc4c(c23)CCC(C)C4)CC1 (centres undefined),-7,-1,-2,-5,0.7,6,5,-5
CCc1c(C)nc2[nH]nc(NC(=O)C(F)(F)F)n2c1=O,0,-1,-3,-7,·,-13,-11,-15
CCOC(=O)C1=C(C(F)(F)F)Nc2ncnn2C1c1cccc(OC)c1OC (centres undefined),4,3,6,·,1.0,-1,-6,-5
CCC1=C(OC(=O)N(CC)CC)N2C(=O)OC(=NCCc3c[nH]c4ccccc34)[C@]2(C)[C@H]2C1=CC[C@H]1C(=O)N(CC)C(=O)[C@H]12,5,-2,-4,-4,-0.2,-2,-3,-49
CCOC(=O)[C@]12CCC=C1N(CCC1=CCCCC1)C(=O)[C@H](CC(=O)N1CCN(C(=O)C3CC3)CC1)C2,0,-3,·,·,-0.2,·,·,-17
CNC[C@H]1Oc2cc(C#CCN(C)C)ccc2S(=O)(=O)N([C@@H](C)CO)C[C@H]1C,2,-2,4,-3,-0.2,-13,-1,3
COc1ccc([C@@H]2CC=C(C(=O)O)[C@H](c3ccc(Br)cc3)N2S(=O)(=O)c2ccccc2C)cc1,10,4,2,6,-0.1,4,-2,-20
Cc1csc(NC(=O)c2cnc3ccccc3n2)n1,1,-1,-1,-52,0.1,4,-2,-12
COc1cccc(-c2ccc(C3[C@@H]4CN(C(=O)C5CC5)C[C@H]3N4)cc2)c1 (some centres undefined),1&-1,-4&-5,·,·,0.9&0.3,·,·,44&10
COc1ccc(C(=O)NC2CCCN(Cc3ccccc3F)C2)c(OC)c1OC (centres undefined),-1,3,2,4,0.0,-11,-8,-10
CCCc1nc(C)c2c(=O)[nH]c(-c3cc(S(=O)(=O)N4CCN(CC)CC4)ccc3OCC)nn12,4,1,4,-7,-0.1,-6,27,-10
COc1ccc(/C=N\NC(=S)SCN2C(=O)C3CCC(C)(C2=O)C3(C)C)cc1 (centres undefined),·,·,-5,-6,·,3,7,·
Cc1noc(C)c1S(=O)(=O)N(C)C[C@H]1OCc2ccccc2-c2ccccc2C(=O)N([C@H](C)CO)C[C@H]1C,1,-7,0,-5,0.4,-1,2,-5
O=C(NCCc1ccccc1)c1ccc(NC(=O)C2CC2)cc1,-1,0,-5,45*,0.1,8,-4,-8
COc1cccc(/C=C/C(=O)NCc2ccc(S(N)(=O)=O)cc2)c1,1,0,0,8,0.5,0,-8,-18
CCC(=O)N(C)C[C@@H]1[C@H](c2ccc(-c3cccnc3)cc2)[C@H](CO)N1C(C)=O,0,3,3,-1,0.3,-4,2,-33

compound,CASP6 VEID inh,ERp5 inh,PglD DTNB,esBAF inh,E-sel inducer,RAD54 inh,ARNT-TACC3 inh,RAD52 anneal inh
Cc1cccn2c(=O)c(C=O)c(N3CCN(c4ccc(F)cc4)CC3)nc12,4,-4,·,·,·,·,15,-16
Cc1ccc2c(c1)c1c(n2CC(O)Cn2c(C)nc3ccccc32)/C(=N\O)CCC1 (centres undefined),·,·,-2,-5,·,5,-2,·
CCOC(=O)C1CCN(C(=O)c2ccccc2NS(=O)(=O)c2ccc(C)cc2)CC1,2,0,0,-5,-0.1,-4,·,-11
Cc1cccc(C)c1NC(=O)C1CC2CCC1C2 (centres undefined),-1,3,-1,·,·,-5,9,-6
NC(=O)c1ccsc1NC(=O)CS(=O)(=O)c1ccc(F)cc1,4,-4,0,15,0.1,-8,19,4
Cc1nn(C)c(C(=O)Nc2ccn(C34CC5CC(CC(C5)C3)C4)n2)c1[N+](=O)[O-],-3,5,·,·,-2.1,·,4,-11
C[C@@H]1CN([C@@H](C)CO)C(=O)CCCn2cc(nn2)CO[C@@H]1CN(C)C(=O)NC1CCCCC1,1,0,2,-7,-0.2,5,-3,0
CC(=O)Oc1cc(C(C)C)c(OCCN(C)C)cc1C,-1,5,0,3,0.9,5,-17,-1
C=CCN=C1S/C(=C\N(C)C)C(=O)N1S(=O)(=O)c1ccc(C)cc1,0,13,4,-2,-1.2,15,-1,-7
Cn1ccc2cc(OCc3ccccc3)ccc21,4,-10,0,49*,-0.3,-9,1,-74
O=C(C[C@H]1CC[C@@H]2[C@H](COC[C@H](O)CN2C(=O)c2ccccc2F)O1)NCc1ccc(-c2ccccc2)cc1,-5,-1,-2,6,0.2,-4,27,-6
Nc1cc(=O)[nH]c(SCC(=O)N2CCN(S(=O)(=O)c3ccc4ccccc4c3)CC2)n1,2,2,·,·,·,·,-6,-46
Cc1ccccc1-c1ccc([C@@H]2[C@@H](CO)N3C(=O)CN(C(=O)Nc4ccc(F)cc4)C[C@@H]23)cc1,-2,-1,·,·,0.1,·,·,-17
CCOc1ccc(NC(=O)CNc2cccc(S(=O)(=O)N3CCCCCC3)c2)cc1OCC,-2,-1,0,-5,-2.2,5,·,-2
O=C(OCc1cccc([N+](=O)[O-])c1)c1cc2ccccc2oc1=O,4,0,4,6,·,10,0,-9
CCN(CC(=O)Nc1ccc(NC(C)=O)cc1)C(=O)c1ccc(N2C(=O)c3ccccc3C2=O)cc1,0,-3,4,-7,·,6,·,-10
CC1CC(C)CN(CC(=O)N2CCc3[nH]c4ccccc4c3C2)C1 (centres undefined),·,·,-4,-1,·,-5,-1,·
COc1ccc(NC(=O)N(C)C[C@H]2Oc3ncc(C4=CCCC4)cc3C(=O)N([C@H](C)CO)C[C@@H]2C)cc1,2,0,2,6,0.2,-7,-12,-3
COc1ccc(C)cc1NC(=O)c1cnc2n(c1=O)CCS2,·,·,-3,17,·,4,-1,·
COc1ccc(N(C)C(=O)Cc2c(C(=O)O)n(C)c3ccccc23)c(OC)c1,3,-2,-4,12,·,-11,-11,-12

compound,CASP6 VEID inh,ERp5 inh,PglD DTNB,esBAF inh,E-sel inducer,RAD54 inh,ARNT-TACC3 inh,RAD52 anneal inh
CC(C)CC1CCCC12NC(=O)NC2=O (centres undefined),-2,-1,1,-5,-1.2,-6,-14,-4
O=C(Nc1ccccc1)Oc1cccc2cccnc12,-1,17,3,·,-0.4,-3,-8,-8
CCOc1ccc(CNS(=O)(=O)c2cc(CN3C(=O)c4cccnc4C3=O)ccc2OC)cc1,-1,4,0,2,·,10,7,-36
COc1cc(/C=C(/C(=O)c2cccs2)c2nc3ccccc3[nH]2)ccc1O,·,·,-1,?,·,5,-1,·
CC(C)(C)CC(C)(C)c1ccc(O)c(CN2CCN(CCC#N)CC2)c1,·,·,-5,-8,·,4,3,·
CN(C)CCCN(Cc1cc2cc3c(cc2[nH]c1=O)OCO3)C(=S)NCc1ccco1,-27,4,0,-2,·,11,-4,-10
Cc1cccc(NC(=O)CCS(=O)(=O)c2ccc(Br)cc2)c1,-1,1,5,-5,-0.2,5,-10,-14
O=[N+]([O-])c1nn(-c2ccc3c(c2)OCCO3)n(O)c1=Nc1ccc(Cl)cc1,-1,0,-2,-55,·,3,-7,-3
O=[N+]([O-])c1ccc(Oc2ccc(S(=O)(=O)Nc3ccccc3)cc2)cc1,·,·,-2,-6,·,-7,5,·
COc1cccc(C(=O)Nc2nnc(S(=O)(=O)Nc3cccc(C)c3)s2)c1,4,-6,1,5,-0.1,-3,4,-42
COc1ccc(-c2nn(-c3ccccc3)cc2C(=O)NC(=S)NNC(=O)c2ccncc2)cc1,0,-7,3,-45,·,1,46*,-23
CCN(C[C@H]1N[C@@](Cc2ccccc2)(C(=O)OC)[C@H]2C(=O)N(Cc3ccccc3)C(=O)[C@@H]12)C(=O)Nc1ccc(C)cc1,0,-3,-5,20,0.3,-17,-4,-9
CCn1c(=S)sc2nc(C)sc21,·,·,1,10,·,6,-3,·
CCCNC(=O)C[C@@H]1CC[C@@H]2[C@H](COc3ccc(NC(=O)c4cc(F)cc(F)c4)cc3C(=O)N2C)O1,·,·,3,-2,0.0,2,-6,·
CCOc1ccc(-c2cc(C(=O)NCc3ccc(C(F)(F)F)cc3)[nH]n2)c(C)c1,0,-5,5,0,0.0,-2,·,-14
